# HIF-2a block: HIF-2a inhibition; 786-0 RCC cells HIF-2a reporter, luciferase luminescence, overnight; inhibition, % at 18.8 µM; 360,000 compounds, 0.72% hits;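 active = inhibition of the luminescence signal of 40% or more relative to plate controls, in a single-dose primary screen at 18.75 µM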
# NR2E3 ag-1: activates human NR2E3 receptor | Q9Y5X4 | CHO-S Gal4-NCOR/VP16-NR2E3 two-hybrid, luciferase | inhibition of corepressor binding, % at 3.98 µM | 360,000 compounds, 0.35% hits | AID 602229;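 active = inhibition above the mean of all tested compounds plus 3 SD, cut at about 70% in these data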;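 also: 0% = DMSO with NR2E3 transfected cells and 100% = cells lacking NR2E3 construct; higher means lower luciferase signal from less NR2E3 corepressor binding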
# Target sequence (Q9Y5X4 whole entry, looked up, the tested form may be a part): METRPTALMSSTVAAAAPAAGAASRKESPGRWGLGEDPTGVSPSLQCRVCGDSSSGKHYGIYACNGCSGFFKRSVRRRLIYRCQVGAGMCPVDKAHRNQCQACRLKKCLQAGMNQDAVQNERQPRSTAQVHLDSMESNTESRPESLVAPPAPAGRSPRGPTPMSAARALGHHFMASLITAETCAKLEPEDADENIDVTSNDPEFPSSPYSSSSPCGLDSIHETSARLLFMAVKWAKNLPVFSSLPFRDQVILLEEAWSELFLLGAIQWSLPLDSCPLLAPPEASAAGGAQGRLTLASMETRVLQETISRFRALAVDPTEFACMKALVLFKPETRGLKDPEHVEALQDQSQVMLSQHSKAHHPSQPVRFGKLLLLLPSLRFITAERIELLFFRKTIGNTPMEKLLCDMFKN
# Shn3 3UTR inh: Schnurri-3 reporter inhibition in Clone20 osteoblasts. Clone20 osteoblast Shn3 3'UTR firefly luciferase, 24 h. inhibition, % at 12.5 µM. 360,000 compounds, 0.52% hits. AID 588674;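 active = mean inhibition of at least 75% with every replicate also reaching 75%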;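 also: 0% = median of neutral control wells and 100% = pilot-screen positive control compound; some compounds past the cut are filed as inactive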
# Vif inh: blocks HIV Vif function; 340,000 compounds, 0.35% hits; HEK293T cells, Vif self-association by quenched fluorescence, imaging, 24 h; inhibition, % at 7.49 µM; in the data active = inhibition above about 50%, passing the limit was not always enough; also: some results filed as inactive read as strong as hits
# MITF TRPM1 inh: reduces MITF-dependent TRPM1 promoter luciferase signal; inhibition, % at 12.5 µM; SK-MEL-5 TRPM1 promoter luciferase, 24 h; 330,000 compounds, 0.83% hits;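 active = mean inhibition across replicates of 60% or more, whatever share of single replicates reaches that level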; also: values of inactives mirror those of a sister screen read the other way
# KKLEB tox: reduces viability of KKLEB cystic fibrosis airway cells; KKLEB CF airway cells viability, ATPlite luminescence, overnight; stronger effect = lower value; cells stimulated with P. aeruginosa culture filtrate; activity change (cytotoxicity), % at 5 µM; 360,000 compounds, 0.36% hits;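 active = corrected activity change at or below -50% at 5 µM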
# PDI inh: blocks human protein disulfide isomerase activity; P07237; PDI insulin aggregation turbidity, A650, 90 min; inhibition, % at 10 µM; 350,000 compounds, 0.052% hits; AID 588391;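 active = mean inhibition across replicates of 30% or more, whatever share of single replicates reach that level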;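 also: absorbance from insulin aggregation driven by PDI reduction with DTT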
# Target sequence (P07237 whole entry, looked up): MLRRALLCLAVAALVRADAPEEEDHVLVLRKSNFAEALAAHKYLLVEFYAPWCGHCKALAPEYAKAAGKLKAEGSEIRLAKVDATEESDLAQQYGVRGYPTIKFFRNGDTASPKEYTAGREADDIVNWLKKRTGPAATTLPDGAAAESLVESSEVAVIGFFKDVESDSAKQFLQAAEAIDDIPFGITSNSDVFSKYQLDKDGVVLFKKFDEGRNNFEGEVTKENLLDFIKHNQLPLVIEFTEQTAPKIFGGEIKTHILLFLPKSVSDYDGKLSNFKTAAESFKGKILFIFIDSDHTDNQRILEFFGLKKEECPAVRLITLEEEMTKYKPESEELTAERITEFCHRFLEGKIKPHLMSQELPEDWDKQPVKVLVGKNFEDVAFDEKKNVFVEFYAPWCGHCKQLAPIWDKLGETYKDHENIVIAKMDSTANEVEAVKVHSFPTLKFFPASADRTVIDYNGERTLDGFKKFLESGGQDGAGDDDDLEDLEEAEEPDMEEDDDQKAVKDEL
# Peg3 promoter: inhibitors of Peg3 promoter; AID 588405; inhibition, % at 20 µM; 360,000 compounds, 1.7% hits; HeLa PEG-Prom luciferase reporter, luminescence, overnight;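 active = inhibition of at least 50% at 20 µM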
# NR2E3 ag-2: activates human photoreceptor nuclear receptor NR2E3 | 320,000 compounds, 0.12% hits | AID 2300 | inhibition of corepressor binding, % at 4.78 µM | GST-NR2E3/biotin-RetCOR TR-FRET, 1536-well;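 active = percent inhibition above the cutoff of mean plus 3 SD of all tested compounds, set per screening campaign, cut at about 20% in these data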;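 also: 0% = DMSO wells and 100% = biotin wells as full block of FRET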
#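 Test system: GST-NR2E3 and biotin-RetCOR proteins | Quantity: 1.35 nM GST-tagged NR2E3 final | Medium: Tris pH 7.5 | Also added: 7 nM biotin-RetCOR | Dosing: Compound at 4.8 µM, single dose | Timing: 5 h at 4 °C | Detection: Time-resolved FRET | Read-out basis: Percent inhibition | Benchmarks: Biotin wells as high control, 0.6% DMSO wells as low control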
# CaV13 FRET inh: Primary screen for inhibitors of IQ motif and Ca2+-dependent inactivation inhibitor domain binding in CACNA1D, Förster resonance energy transfer in living cells, …; HEK cells, CFP/YFP FRET ICDI-IQ, plate reader, 10 min; percent FRET-ratio fall versus neutral wells; AID 743397; inhibition, % at 12.3 µM; 340,000 compounds, 0.098% hits;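 active = mean replicate inhibition of at least 30% and at least 1% of replicates passing that level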;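 also: 0% = median of the neutral control wells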
# CF NFkB inh: cystic fibrosis NF-kB activation inhibition | AID 588850 | 360,000 compounds, 0.86% hits | inhibition, % at 5 µM | KKLEB NF-kB-GFP reporter, PAF-induced, GFP fluorescence overnight;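 active = at least 50% inhibition at 5 µM, scaled per plate between neutral and stimulator controls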;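 also: PAF is a Pseudomonas aeruginosa culture filtrate used as stimulus; plate controls were PAF-stimulated DMSO wells for no effect and unstimulated DMSO wells for full effect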
# * = called active by the depositor; / = no result given. The order is random; about 3.3% have a hit in one of these screens.
SMILES,HIF-2a block,NR2E3 ag-1,Shn3 3UTR inh,Vif inh,MITF TRPM1 inh,KKLEB tox,PDI inh,Peg3 promoter,NR2E3 ag-2,CaV13 FRET inh,CF NFkB inh
O=C(CC1C[C@H](C(=O)N2CCOCC2)[C@@]2(CCC3CCCC3)c3[nH]c4ccccc4c3CCN2C1=O)NCCN1CCOCC1 (some centres not stated),4,-4,-7,/,2,-13,0,3,/,-6,16
C=CCOC(=O)C1=C(C)NC(=O)NC1c1cn(-c2ccccc2)nc1-c1cccs1 (configuration not stated),2,0,19,10,12,3,-15,21,0,/,-13
Cc1ccccc1CC(=O)N1CCC(CCC(=O)NC2CC2)CC1,13,-19,-16,19,/,6,4,11,/,-15,1
O=C(Nc1ccccc1Br)c1ccc(OC(=S)N2CCOCC2)cc1,-290,-40,-2,1,-59,-5,3,-260,4,1,10
CC(C)(C)OC(=O)N(CCc1ccccc1)Cc1ccccc1OCc1cccc(NC(=O)/C=C/c2ccccc2)c1,-25,-6,1,/,7,-6,8,-53,/,-4,22
O=C(Nc1ccc(Oc2ccccc2)nc1)C1CCN(Cc2cccc(F)c2)CC1,12,-23,32,-13,21,-14,-29,13,3,-11,-6
COc1cccc(N(CC(=O)Nc2ccc3c(c2)OCO3)S(=O)(=O)c2ccccc2)c1,-12,-11,9,-6,-8,5,-4,-10,2,-5,7
COc1ccc(CC(=O)Nc2nnc(C)s2)cc1,15,-9,-1,13,-3,0,-5,12,0,-5,6
c1ccc(NN=C(c2ccccc2)c2cccs2)cc1,-23,1,7,-3,/,-3,6,-11,/,-6,-22
O=C(Nc1ccccc1)Nc1nnc(/C=C/c2ccccc2Cl)s1,-19,-21,-14,-3,-11,1,-12,1,0,-3,16
Cc1cccc(NC(=O)CSCC(=O)Nc2cc(C(F)(F)F)ccc2N2CCOCC2)c1,11,-21,5,-7,/,-15,4,20,/,-8,1
CCN(/N=C/c1cccs1)c1cc(=O)n(C)c(=O)[nH]1,9,-31,-5,3,-4,2,-6,-2,-4,-5,-6
O=C(COC(=O)C12CC3CC(CC(C3)C1)C2)Nc1ncc(Cl)cc1Cl,11,7,-5,2,-6,-1,-15,9,4,-9,12
Cc1cccc(OC(=O)c2cn(C)nc2C(F)(F)F)c1C,13,-27,-11,1,-6,-6,-20,5,2,-2,6
C[C@H]1CN([C@@H](C)CO)C(=O)Cc2cc(NC(=O)CCC(F)(F)F)ccc2O[C@H]1CN(C)Cc1ccc(C(F)(F)F)cc1,12,-25,54,/,6,3,-4,27,/,-5,8
S=c1sc2c(N3CCOCC3)ncnc2n1-c1ccccc1,-110,-4,-17,9,-47,-2,/,-111,-2,-1,-16
Cc1nc(-c2c(C(=O)NNC(=O)Nc3c(C)cccc3C)noc2C)cs1,8,-31,8,8,-3,-4,-3,10,2,-4,-1
O=C(NCc1ccccc1)c1ccco1,7,-8,2,-7,1,2,-5,-6,8,/,-7
O=c1cc(CNc2ccc(Br)cc2)nc2sccn12,-129,-38,-16,5,-11,2,-8,-64,0,-5,9
COC(=O)Cn1c2ccc(OC)cc2c2nc3ccccc3nc21,6,-24,5,2,8,-2,-3,23,-1,-6,-1
COc1ccc(CNC(=O)[C@@H](NC(=O)C2CCN(C(=O)[C@@H](N)CCSC)CC2)C(C)C)cc1,4,5,-3,2,-12,-40,/,-2,0,/,-1
O=C(O)c1ccc(C2CCCCC2)cn1,13,-33,7,-6,5,1,8,-46,5,/,-9
CC(C)N(C(=O)COC(=O)CNS(=O)(=O)c1ccccc1F)c1ccccc1,14,19,54,19,10,12,1,14,4,-6,-8
O=C(c1ccc(OC2CCN(C(=O)c3cccnc3)CC2)cc1)N1CCCCCC1,15,-2,12,-2,13,-5,-7,11,2,8,20
CC1(c2cccc(Br)c2)NC(=O)N(CC(=O)Nc2ccc(N3CCCCC3)cc2)C1=O (configuration not stated),-8,22,-21,/,/,9,1,0,/,-10,-46

# Entries of single compounds, quoted from the list.
# Results for c1ccc(NN=C(c2ccccc2)c2cccs2)cc1 → HIF-2a block = -23; NR2E3 ag-1 = 1; Shn3 3UTR inh = 7; Vif inh = -3; MITF TRPM1 inh = /; KKLEB tox = -3; PDI inh = 6; Peg3 promoter = -11; NR2E3 ag-2 = /; CaV13 FRET inh = -6; CF NFkB inh = -22
# Results for Cc1ccccc1CC(=O)N1CCC(CCC(=O)NC2CC2)CC1 → HIF-2a block = 13; NR2E3 ag-1 = -19; Shn3 3UTR inh = -16; Vif inh = 19; MITF TRPM1 inh = /; KKLEB tox = 6; PDI inh = 4; Peg3 promoter = 11; NR2E3 ag-2 = /; CaV13 FRET inh = -15; CF NFkB inh = 1
# Results for CCN(/N=C/c1cccs1)c1cc(=O)n(C)c(=O)[nH]1 → HIF-2a block = 9; NR2E3 ag-1 = -31; Shn3 3UTR inh = -5; Vif inh = 3; MITF TRPM1 inh = -4; KKLEB tox = 2; PDI inh = -6; Peg3 promoter = -2; NR2E3 ag-2 = -4; CaV13 FRET inh = -5; CF NFkB inh = -6

# Returning to the listing, starting 2 compounds before the break.
SMILES,HIF-2a block,NR2E3 ag-1,Shn3 3UTR inh,Vif inh,MITF TRPM1 inh,KKLEB tox,PDI inh,Peg3 promoter,NR2E3 ag-2,CaV13 FRET inh,CF NFkB inh
O=C(c1ccc(OC2CCN(C(=O)c3cccnc3)CC2)cc1)N1CCCCCC1,15,-2,12,-2,13,-5,-7,11,2,8,20
CC1(c2cccc(Br)c2)NC(=O)N(CC(=O)Nc2ccc(N3CCCCC3)cc2)C1=O (configuration not stated),-8,22,-21,/,/,9,1,0,/,-10,-46
COC(=O)c1ccc(CSc2nc(C(F)(F)F)c3c(c2C#N)CCC3)o1,0,-25,2,-14,1,1,1,-6,0,/,2
COc1ccc(C2=NOC(C(=O)N3CCCCCC3)C2)cc1OC (configuration not stated),-28,-24,-22,-1,0,-18,-1,-6,1,-6,-8
Cc1ccc2c(c1)N(CC(=O)NC1CCCC(C)C1C)C(=O)c1cccnc1O2 (configuration not stated),8,-15,-3,3,4,3,/,9,3,-12,13
O=C(CNC(=O)c1ccco1)Nc1ccncc1,12,1,-14,/,3,-12,-8,-6,-1,-6,11
CN(CCCNC(=O)c1cn(C)c2ccc(S(=O)(=O)N(C)C)cc2c1=O)c1ccccc1,16,-17,-10,-2,8,-2,/,2,6,5,-1
Cc1cccc(C2=NN(c3ccccc3)[C@@H](C(=O)N3CCOC3=O)[C@@H]2c2ccc(Cl)cc2)c1,11,-17,-8,-4,12,-6,-68,19,/,-8,6
COc1ccc(CCNC(=O)C2(C)CCC(=O)N2Cc2ccc(F)cc2Cl)cc1OC (configuration not stated),13,-23,-5,2,-1,-2,-7,-3,2,-2,3
Cn1c2ccccc2c2cnn(CC(=O)N3CCCCC3)c(=O)c21,-38,-5,-40,-4,-10,8,5,-21,-4,-3,-5
COC(=O)/C=C1/N/C(=N\c2nc(C)cc(C)n2)N(c2ccc(Cl)cc2)C1=O,10,0,-8,15,19,0,-1,-4,-3,-5,-14
Cc1cc(C)c(S(=O)(=O)CCC(C)C)c(=O)[nH]1,1,-8,-3,0,13,9,5,-6,0,-5,-6
Cc1ccccc1NC(=O)Cc1nnc(SCc2ccc(Cl)c(Cl)c2)n1C,-8,-1,3,/,6,0,-2,16,2,-8,-4
Cn1cnc(S(=O)(=O)NC2CCN(Cc3ccccc3)CC2)c1,11,7,-11,-4,-6,9,-5,5,0,-5,-7
CC(=O)c1cccc(NC(=O)C2CCCC2)c1,9,-6,3,3,-4,0,-1,0,4,/,13
O=C(Nc1ccc2c(c1)OCO2)C1CCN(S(=O)(=O)c2ccc3c(c2)OCCO3)CC1,-4,5,-8,4,-2,-21,2,5,1,/,2
CCN1CCCC1CNC(=O)C1CCN(Cc2nc(-c3cccc(Br)c3)oc2C)CC1 (configuration not stated),66*,20,-12,-7,59,-22,-1,91*,1,/,20
Cc1ccc(/C(=N/Nc2nc3ccccc3s2)C2=C(O)c3ccccc3C2=O)cc1,-17,-33,-3,3,3,16,1,-10,0,-4,-20
CN(C)CCNC(=O)C12CC3(C)CC(C)(CC(C)(C3)C1)C2,0,1,3,-4,0,1,6,3,2,/,5
CCOC(=O)C1=NN(c2ccc(Cl)cc2)/C(=C/C2=NCCc3cc(OC)c(OC)cc32)S1,2,13,-7,-4,-4,-31,-3,5,1,-3,25
CCCCOC(=O)C1=C(C)Nc2ncnn2C1c1cc(OC)ccc1OC (configuration not stated),25,-1,-10,2,2,-2,5,13,3,-5,-6
O=C(Nc1nncs1)c1cc(S(=O)(=O)N2CCOCC2)ccc1Cl,5,5,1,-3,-4,3,-8,12,3,-4,0
Cc1ccc(-c2nnc3cccc(Cl)n23)cc1,12,9,-2,-4,-1,13,1,-4,0,4,-13
CN=c1scc(C)n1/N=C/c1ccc(O)cc1O,-49,-108,-6,8,-7,-13,1,-96,-3,-2,-8
COc1ccc(Nc2nc(-c3cccc(OC)c3O)nc3ccccc23)cc1,-185,-39,-35,-4,-28,25,7,-45,/,-19,-36
COC(=O)c1c(C)oc2ccc(N(C(=O)Oc3ccccc3)S(=O)(=O)c3ccccc3)cc12,19,4,70,/,-6,-18,13,44,2,-4,18
COc1ccc(S(=O)(=O)Nc2cccc(S(=O)(=O)NC3=NCCC3)c2)cc1[N+](=O)[O-],6,-16,9,-2,3,4,2,-5,0,-5,10
NS(=O)(=O)c1ccc(CNC(=O)c2cc(-c3cccs3)nc3ccccc23)cc1,1,12,5,-16,7,2,1,31,1,-1,-25
Brc1ccccc1-n1nnc(-c2cnc3ccccc3c2)n1,-120,-90,-72,3,-43,1,-1,-194,0,-12,-10
Cc1ccc(NC(=O)C(=O)NCCN2CCN(C(=S)Nc3ccccc3)CC2)cc1,-3,-8,49,-1,1,0,-9,2,0,-5,2
CC(=O)Oc1ccc2c(=O)c(N3C(=O)c4ccccc4C3=O)c(C)oc2c1,-36,-10,-4,-2,3,7,-1,-67,0,-2,-27
